hiPSC survival = enhancers of human iPSC single-cell survival. hiPSC single-cell survival, ATPlite luminescence; 100% = ROCK inhibitor wells, 0% = DMSO. survival enhancement, % at 20 µM. actives 0.044% (n = 360,000). AID 602274; in the data active = survival enhancement above about 18%;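 note: cells exposed to compounds for 16 hours before the ATP read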
CaV13 FRET inh = Primary screen for inhibitors of IQ motif and Ca2+-dependent inactivation inhibitor domain binding in CACNA1D, Förster resonance energy transfer in living cells, …. HEK cells, CFP/YFP FRET ICDI-IQ, plate reader, 10 min; percent FRET-ratio fall versus neutral wells. inhibition, % at 12.3 µM. actives 0.098% (n = 340,000). AID 743397;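 active = mean replicate inhibition of at least 30% and at least 1% of replicates passing that level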;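 note: 0% = median of the neutral control wells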
HIF-2a block = HIF-2a inhibition; 786-0 RCC cells HIF-2a reporter, luciferase luminescence, overnight; inhibition, % at 18.8 µM; actives 0.72% (n = 360,000); AID 624352;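 active = inhibition of the luminescence signal of 40% or more relative to plate controls, in a single-dose primary screen at 18.75 µM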
H9c2 protect = modulators protecting cardiomyocytes from myocardial damage; H9c2 cardiomyocytes, H2O2 injury protection, ATPLite, 2 h; protection from H2O2 cell death, % at 20 µM; actives 0.63% (n = 360,000); AID 588492;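 active = compounds giving at least 50% protection of heart cells from peroxide-induced death in the single-dose screen, raw or plate-pattern-corrected value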;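 note: 0% = DMSO wells with peroxide and 100% = DMSO wells without peroxide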
HTR2A ag = mouse HTR2A agonism via beta-arrestin recruitment | CHO-K1 mHTR2A beta-arrestin complementation, luminescence; percent of 30 µM serotonin response | P35363 | actives 0.66% (n = 360,000) | activation, % at 7.6 µM | AID 624169;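 active = activation above a run cutoff, the mean activation of all tested compounds plus 3 SD, cut at about 14% in these data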;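 note: 0% = plate median of compound wells and 100% = 30 µM serotonin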
Shn3 3UTR inh = reduces Shn3 3'UTR luciferase signal in osteoblasts. Clone20 osteoblast Shn3 3'UTR firefly luciferase, 24 h. inhibition, % at 12.5 µM. actives 0.52% (n = 360,000). AID 588674;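 active = mean inhibition of at least 75% with every replicate also reaching 75%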;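 note: 0% = median of neutral control wells and 100% = pilot-screen positive control compound; some compounds past the cut are filed as inactive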
NR2E3 ag-1 = NR2E3 (human) agonism; inhibition of corepressor binding, % at 4.78 µM; actives 0.12% (n = 320,000); AID 2300; GST-NR2E3/biotin-RetCOR TR-FRET, 1536-well;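 active = percent inhibition above the cutoff of mean plus 3 SD of all tested compounds, set per screening campaign, cut at about 20% in these data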;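 note: 0% = DMSO wells and 100% = biotin wells as full block of FRET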
Target sequence (Q9Y5X4 whole entry, looked up): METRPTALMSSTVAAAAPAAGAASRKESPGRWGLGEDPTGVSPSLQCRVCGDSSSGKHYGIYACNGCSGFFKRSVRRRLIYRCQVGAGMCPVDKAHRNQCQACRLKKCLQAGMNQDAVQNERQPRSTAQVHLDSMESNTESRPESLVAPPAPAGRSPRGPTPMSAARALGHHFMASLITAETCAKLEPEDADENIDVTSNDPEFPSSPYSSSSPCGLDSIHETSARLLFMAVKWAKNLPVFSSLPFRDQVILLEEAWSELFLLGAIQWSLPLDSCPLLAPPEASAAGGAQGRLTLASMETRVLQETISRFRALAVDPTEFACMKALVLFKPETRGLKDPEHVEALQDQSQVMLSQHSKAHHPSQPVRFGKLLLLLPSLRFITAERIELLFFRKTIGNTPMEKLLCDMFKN
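Test system – NR2E3–RetCOR corepressor complex · Quantity – NR2E3 fusion 1.35 nM · Buffer or medium – Tris pH 7.5 · Incubation – Compound–protein incubation for 5 h at 4 °C · Technique – TR-FRET, Eu(K)-anti-GST donor, streptavidin-D2 acceptor, ex 340, em 617/671 nm · Evaluation – percent inhibition of 671/617 nm emission ratio versus biotin and DMSO controls · Plate – 1536-well format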
NR2E3 ag-2 = activates human NR2E3 receptor | Q9Y5X4 | CHO-S Gal4-NCOR/VP16-NR2E3 two-hybrid, luciferase | inhibition of corepressor binding, % at 3.98 µM | actives 0.35% (n = 360,000) | AID 602229;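 active = inhibition above the mean of all tested compounds plus 3 SD, cut at about 70% in these data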;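 note: 0% = DMSO with NR2E3 transfected cells and 100% = cells lacking NR2E3 construct; higher means lower luciferase signal from less NR2E3 corepressor binding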
PDI inh = inhibitors of human protein disulfide isomerase. P07237. PDI insulin aggregation turbidity, A650, 90 min. inhibition, % at 10 µM. actives 0.052% (n = 350,000). AID 588391;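 active = mean inhibition across replicates of 30% or more, whatever share of single replicates reach that level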;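 note: absorbance from insulin aggregation driven by PDI reduction with DTT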
Target sequence (P07237 whole entry, looked up): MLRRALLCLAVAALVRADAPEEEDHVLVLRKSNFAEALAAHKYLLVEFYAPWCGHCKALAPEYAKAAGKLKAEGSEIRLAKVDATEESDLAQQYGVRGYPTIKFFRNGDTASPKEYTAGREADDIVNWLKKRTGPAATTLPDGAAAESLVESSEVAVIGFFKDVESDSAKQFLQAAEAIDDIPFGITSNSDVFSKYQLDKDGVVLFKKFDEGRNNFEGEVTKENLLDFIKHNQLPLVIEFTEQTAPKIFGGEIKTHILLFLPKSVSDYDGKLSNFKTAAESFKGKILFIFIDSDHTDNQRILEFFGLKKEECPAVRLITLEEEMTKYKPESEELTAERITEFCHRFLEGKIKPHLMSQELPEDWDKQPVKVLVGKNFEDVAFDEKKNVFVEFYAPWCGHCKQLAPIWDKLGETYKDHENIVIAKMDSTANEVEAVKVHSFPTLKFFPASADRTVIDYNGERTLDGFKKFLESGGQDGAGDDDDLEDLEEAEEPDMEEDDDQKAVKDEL
TRPM1 prom inh = reduces MITF-dependent TRPM1 promoter luciferase signal | SK-MEL-5 TRPM1 promoter luciferase, 24 h | inhibition, % at 12.5 µM | actives 0.83% (n = 330,000) | AID 488899;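 active = mean inhibition across replicates of 60% or more, whatever share of single replicates reaches that level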; note: values of inactives mirror those of a sister screen read the other way
Peg3 promoter = Peg3 promoter activity inhibition; HeLa PEG-Prom luciferase reporter, luminescence, overnight; inhibition, % at 20 µM; actives 1.7% (n = 360,000);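 active = inhibition of at least 50% at 20 µM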
* = called active by the depositor; / = not tested or not shown.

SMILES	hiPSC survival	CaV13 FRET inh	HIF-2a block	H9c2 protect	HTR2A ag	Shn3 3UTR inh	NR2E3 ag-1	NR2E3 ag-2	PDI inh	TRPM1 prom inh	Peg3 promoter
COC(=O)c1ccc(/C=C/C(=O)OCC(=O)c2ccc[nH]2)cc1	-0.8	-6	2	0	-2	0	/	-22	-3	7	-1
CC(=O)NC1=NN(C(C)=O)C(C)(c2cccc([N+](=O)[O-])c2)S1 (stereo not drawn)	-0.4	-5	8	4	0	5	1	-12	4	1	16
CC(=O)Nc1ccc(S(=O)(=O)NNC(=O)COc2cccc3ccccc23)cc1	-0.2	-6	14	5	3	4	-2	4	0	3	-6
CCOC(=O)C1=CCC(c2cccc(C)c2)N(S(=O)(=O)c2ccc(C)cc2)C1 (stereo not drawn)	1.3	/	1	-8	-8	4	/	-14	/	/	28
CCC(c1nnnn1CCc1ccccc1)N(Cc1ccco1)Cc1cc2cccc(C)c2[nH]c1=O (stereo not drawn)	-2.6	/	9	1	1	10	1	3	3	5	6
C=CCOc1cccc(C2/C(=C(\O)c3ccc(F)cc3)C(=O)C(=O)N2CCN(C)C)c1 (stereo not drawn)	2.0	-2	15	0	6	7	-2	-15	3	7	12
CCC(C(=O)NCc1ccco1)n1nc(C)n2c(cc3occc32)c1=O (stereo not drawn)	-0.5	-5	9	0	-6	17	-1	-4	6	0	-1
COc1ccc(C2CC(=O)N(C)c3ccccc3S2)cc1OC (stereo not drawn)	0.1	5	-259	-3	-1	-53	1	-8	-6	-28	-226
Cc1ccc(CNc2ncc(-c3ccc4c(c3)OCO4)n2C)cc1	2.3	-4	-13	2	1	-19	-1	-11	7	-2	-14
O=[N+]([O-])c1ccc(Cn2cc(-c3cccc(C(F)(F)F)c3)nn2)cc1	-1.2	-19	-25	-1	6	14	-3	12	-9	-1	0
S=c1[nH]c2ccc(Cc3ccc4[nH]c(=S)[nH]c4c3)cc2[nH]1	0.4	42*	7	12	-2	13	0	-23	-8	-3	15
COc1ccc(OC)c(NC(=O)[C@@]2(CC(=O)O)CC(/C=C/c3ccccc3)=NO2)c1	0.8	-4	8	7	1	-27	-1	-30	3	7	3

In the list so far, two have fluorine.
SMILES	hiPSC survival	CaV13 FRET inh	HIF-2a block	H9c2 protect	HTR2A ag	Shn3 3UTR inh	NR2E3 ag-1	NR2E3 ag-2	PDI inh	TRPM1 prom inh	Peg3 promoter
C=CCOc1cccc(C2/C(=C(\O)c3ccc(F)cc3)C(=O)C(=O)N2CCN(C)C)c1 (stereo not drawn)	2.0	-2	15	0	6	7	-2	-15	3	7	12
O=[N+]([O-])c1ccc(Cn2cc(-c3cccc(C(F)(F)F)c3)nn2)cc1	-1.2	-19	-25	-1	6	14	-3	12	-9	-1	0

(cont.)
SMILES	hiPSC survival	CaV13 FRET inh	HIF-2a block	H9c2 protect	HTR2A ag	Shn3 3UTR inh	NR2E3 ag-1	NR2E3 ag-2	PDI inh	TRPM1 prom inh	Peg3 promoter
CN(C(=O)COC(=O)Cc1c(F)cccc1Cl)c1c(N)n(Cc2ccccc2)c(=O)[nH]c1=O	0.3	-2	11	12	0	1	5	-7	-23	-1	6
CCOC(=O)C1=C(COC(=O)CSc2ccc(Br)cc2)NC(=O)NC1C (stereo not drawn)	0.3	-2	11	-3	-4	-7	0	14	4	-4	1
COc1cccc(-c2cc(C(=O)Nc3ccccc3SC)no2)c1	-2.0	-4	-194	-12	2	-45	1	-33	-2	-75	-161
CCOc1ccc(NC(=O)CN(C)CC(=O)Nc2ccccc2C#N)cc1OCC	4.4	-4	-1	2	-2	3	5	24	0	12	15
COc1ccc(CCNC(=O)C2CCN(S(=O)(=O)N3CC(C)CC(C)C3)CC2)cc1OC (stereo not drawn)	0.5	-8	-6	1	-1	30	3	13	-11	12	11
Cc1sc2ncn(CC(=O)NCC3COc4ccccc4O3)c(=O)c2c1S(=O)(=O)N1CCCCC1 (stereo not drawn)	2.7	5	13	12	1	24	1	12	-9	-9	14
COc1cc2ncnc(NCc3ccccc3F)c2cc1OC	0.3	-7	18	3	-3	12	-1	-12	1	1	11
Cc1nc(-n2cc(F)c(=O)[nH]c2=O)c2nc(C)oc2n1	6.9	-6	10	-2	2	-12	-4	2	14	-5	1
O=[n+]1c2c(n([O-])c3cc(F)c(F)cc31)CCCC2	1.0	-5	8	6	5	-9	1	-9	3	-3	11
O=c1cc(-c2c(O)c3ccccc3n(Cc3ccccc3)c2=O)[nH][nH]1	0.8	-1	17	17	-2	3	0	-43	12	-8	5
CC1(C)CC(=O)C(C=NC2CCCCC2)=C(O)C1	1.1	0	-20	22	-2	-22	0	2	-3	1	7
CCN(CC)c1nc2c(s1)C(=O)NCCC2	2.1	/	-10	0	-2	4	1	-15	-1	-1	9

Marked active in CaV13 FRET inh, among the entries above:
molecule	CaV13 FRET inh	HIF-2a block	HTR2A ag	Shn3 3UTR inh	NR2E3 ag-1	NR2E3 ag-2	PDI inh	TRPM1 prom inh	Peg3 promoter
S=c1[nH]c2ccc(Cc3ccc4[nH]c(=S)[nH]c4c3)cc2[nH]1	42*	7	-2	13	0	-23	-8	-3	15

Continued.
SMILES	hiPSC survival	CaV13 FRET inh	HIF-2a block	H9c2 protect	HTR2A ag	Shn3 3UTR inh	NR2E3 ag-1	NR2E3 ag-2	PDI inh	TRPM1 prom inh	Peg3 promoter
Cc1ccnc(NC(=O)c2ccc(S(=O)(=O)c3ccccc3)cc2)c1	-1.5	-15	-32	1	-3	-18	1	0	-3	-16	-17
COC(=O)c1ccc(NC(=O)COc2ccc(C3C(C#N)=C(N)Oc4c3ccc3ccccc43)cc2OC)cc1 (stereo not drawn)	-0.2	-4	17	0	8	23	-1	15	12	-1	25
Cc1ccc(C)c(NC(=S)/C(=C(\[O-])c2ccc(Cl)s2)[n+]2ccccc2)c1	0.0	-1	-26	-5	0	-36	0	-11	3	28	-6
COc1cc(/C=N/N=C(N)N)ccc1OCc1ccccc1Cl	-5.0	-3	-49	-36	-1	76	4	-50	-5	-1	102*
CCc1ccc(CNC(=O)C(=O)NCCc2ccc(OC)c(OC)c2)cc1	1.8	-3	7	15	2	11	0	-14	5	10	8
CCOc1ccc(S(=O)(=O)Oc2ccc3ccccc3c2)cc1	-0.3	-5	-174	-8	-5	-1	-2	-66	-8	-15	-40
Cc1ccccc1NC(=O)COC(=O)c1n[nH]c(=O)c2ccccc12	0.0	-5	5	39	5	-16	/	5	3	6	-8
Cc1ccc(/C=N/N2C(=S)SC(C)(C)C2N(O)C(=O)Nc2ccc([N+](=O)[O-])cc2)cc1 (stereo not drawn)	-4.9	-5	-11	-20	-1	6	3	6	5	4	22
CCCn1c(N)c(Sc2ccc(C)cc2)c(=O)n(CCC)c1=O	0.8	-10	11	-2	12	12	1	8	5	2	13
CC(C)Cn1c(-c2ccncc2)n[nH]c1=S	1.6	0	29	-5	3	-4	2	3	0	-1	-2
CNCCCCOc1ccccc1-c1ccccc1	-2.4	-3	15	12	10	-11	-1	0	1	-14	6
CCN(CC)c1ncnc2c1ncn2[C@H]1CN(Cc2ccc(F)cc2)C[C@@H](CO)O1	-2.4	-5	23	4	-2	7	/	-17	-27	/	14

Record cards, as listed above. Order of values: hiPSC survival	CaV13 FRET inh	HIF-2a block	H9c2 protect	HTR2A ag	Shn3 3UTR inh	NR2E3 ag-1	NR2E3 ag-2	PDI inh	TRPM1 prom inh	Peg3 promoter
COc1cc(/C=N/N=C(N)N)ccc1OCc1ccccc1Cl across the screens: -5.0	-3	-49	-36	-1	76	4	-50	-5	-1	102*
Cc1ccc(C)c(NC(=S)/C(=C(\[O-])c2ccc(Cl)s2)[n+]2ccccc2)c1 across the screens: 0.0	-1	-26	-5	0	-36	0	-11	3	28	-6
CNCCCCOc1ccccc1-c1ccccc1 across the screens: -2.4	-3	15	12	10	-11	-1	0	1	-14	6
COC(=O)c1ccc(NC(=O)COc2ccc(C3C(C#N)=C(N)Oc4c3ccc3ccccc43)cc2OC)cc1 (stereo not drawn) across the screens: -0.2	-4	17	0	8	23	-1	15	12	-1	25
CCOc1ccc(S(=O)(=O)Oc2ccc3ccccc3c2)cc1 across the screens: -0.3	-5	-174	-8	-5	-1	-2	-66	-8	-15	-40

Following part:
SMILES	hiPSC survival	CaV13 FRET inh	HIF-2a block	H9c2 protect	HTR2A ag	Shn3 3UTR inh	NR2E3 ag-1	NR2E3 ag-2	PDI inh	TRPM1 prom inh	Peg3 promoter
O=c1c2c3c(sc2nc2n1CCC2)CCC3	2.4	/	-6	5	-2	-7	2	-20	-1	-7	6
O=S(=O)(Nc1ccccn1)c1ccc(Cl)c2ccccc12	3.3	-3	20	8	0	3	2	5	5	-4	3
O=C(O)CCCNS(=O)(=O)c1ccccc1	-0.3	-5	3	3	4	-3	-3	-25	-2	4	-2
CCOC(=O)C1CCN(c2c(NCCN3CCCCC3C)c(=O)c2=O)CC1 (stereo not drawn)	4.3	-8	13	6	-4	-3	-6	19	-5	/	17

High-throughput results deposited in PubChem BioAssay by several laboratories.
